# PLC-gamma1 inh – PLC-gamma1 enzyme inhibitors, primary screen, biochemical, fluorescence, purified enzyme; 1-phosphatidylinositol 4,5-bisphosphate phosphodiesterase gamma-1 (Homo sapiens), P19174; inhibition, % at 12.2 µM; AID 720700, 2013; 370,000 compounds, 0.84% hits; fluorogenic substrate; in the data active = inhibition above about 9.5%
# TDP2 absorb – human TDP2 enzyme inhibitors, primary screen, biochemical, epi absorbance, recombinant enzyme; Tyrosyl-DNA phosphodiesterase 2 (Homo sapiens), O95551; T5PNP hydrolysis, p-nitrophenol absorbance 415 nm; inhibition, % at 12.8 µM; 370,000 compounds, 0.34% hits;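 active = inhibition above the mean of all tested compounds plus 3 SD, set per campaign, cut at about 25% in these data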;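 note: 0% = DMSO with enzyme and 100% = buffer with substrate but no TDP2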
#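 Assay system: Recombinant human TDP2 | Quantity: 120 nM TDP2 per well | Incubation: 2 h at 37 °C | Signal: Epi absorbance | Evaluation: Percent inhibition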
# ADAM10 inh – human ADAM10 inhibitors, primary screen, biochemical, QFRET, HTS; recombinant ADAM10, EDANS/DABCYL FRET peptide cleavage, 3 h; 370,000 compounds, 0.62% hits; inhibition, % at 7 µM; AID 720582, 2013; Disintegrin and metalloproteinase domain-containing protein 10 (Homo sapiens), O14672;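 active = inhibition above a per-campaign cutoff equal to the mean of compounds falling between control-based bounds plus 3 SD, cut at about 20% in these data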;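 note: 0% = DMSO wells while the 100% control is not disclosed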
# LEDGF integ inh – blockers of LEDGF/p75-dependent integrase strand transfer – biochemical, TR-FRET, high throughput, primary screen; HIV-1 integrase (with human LEDGF/p75); TR-FRET IN-LEDGF/p75 DNA integration, Eu/Cy5; inhibition, % at 3.7 µM; 370,000 compounds, 0.64% hits;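 active = inhibition above the screen-wide mean plus 3 SD, cut at about 13% in these data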;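 note: signal is the Cy5 over europium emission ratio at 671 and 618 nm; 0% = plate median of compound wells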
# Tn6 DDE FP – inhibitors of Tn6 peptide binding to fibrin DD(E), primary screen, biochemical, fluorescence polarization, human fibrin, Tn6 probe; Fibrinogen beta chain (Homo sapiens), P02675; Fibrin DD(E) TRITC-Tn6 fluorescence polarization displacement; inhibition, % at 8.3 µM; 370,000 compounds, 0.21% hits;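 active = inhibition above a per-campaign cutoff: mean of compounds within control limits plus 3 SD, cut at about 15% in these data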;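 note: 0% = median of all compound wells on the plate and 100% = blocking peptide control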
# Target sequence (P02675 whole entry, looked up): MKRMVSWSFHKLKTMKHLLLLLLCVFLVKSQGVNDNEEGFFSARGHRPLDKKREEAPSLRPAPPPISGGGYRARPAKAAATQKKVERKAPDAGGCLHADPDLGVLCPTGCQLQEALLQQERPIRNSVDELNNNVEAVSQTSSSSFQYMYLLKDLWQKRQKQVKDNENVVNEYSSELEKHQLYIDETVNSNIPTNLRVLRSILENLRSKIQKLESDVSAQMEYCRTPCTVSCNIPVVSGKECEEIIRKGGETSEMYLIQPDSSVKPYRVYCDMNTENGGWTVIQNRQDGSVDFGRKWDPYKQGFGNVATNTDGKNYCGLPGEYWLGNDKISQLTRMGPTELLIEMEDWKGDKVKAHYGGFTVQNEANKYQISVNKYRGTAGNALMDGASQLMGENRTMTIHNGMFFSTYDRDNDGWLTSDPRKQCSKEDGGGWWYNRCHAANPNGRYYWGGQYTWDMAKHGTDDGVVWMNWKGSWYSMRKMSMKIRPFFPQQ
# ARFGAP1 inh – inhibitors of rat ARFGAP1 GAP activity, primary screen, biochemical, fluorescence polarization, GDP tracer; 360,000 compounds, 0.26% hits; Arfgap1-stimulated ARF1 GTP hydrolysis, GDP FP detection; ADP-ribosylation factor GTPase-activating protein 1 (Rattus norvegicus), Q62848; inhibition, % at 16.5 µM;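 active = inhibition above a per-plate limit, mean inhibition of low control wells plus 3 SD, cut at about 25% in these data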;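 note: 0% = DMSO wells with enzyme and 100% = wells lacking Arfgap1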
#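 System: truncated rat Arfgap1 GAP domain / Medium: HEPES-based buffer, pH 7.5 / Also added: N-terminally truncated human ARF1-GTP substrate / Incubation: enzyme reaction 120 min at 25 °C after 20 min preincubation / Measured by: FP of antibody-bound GDP Alexa 633 tracer, ex 620/em 688 nm / Replicates: singlicate, each compound tested once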
# Tn7 DDE FP – inhibitors of Tn7 peptide binding to fibrin DD(E), primary screen, biochemical, fluorescence polarization, human fibrin, Tn7 probe | Fibrinogen beta chain (Homo sapiens), P02675 | FP displacement of FITC-Tn7 peptide from fibrin DD(E); 0% = median of compound wells per plate | inhibition, % at 8.3 µM | 370,000 compounds, 0.13% hits | AID 720508, 2013;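 active = inhibition above the mean of compounds falling within the control limits plus 3 SD of them, cut at about 14% in these data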;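 note: 0% = plate median of compound wells and 100% = 10 µM Aha-Tn7 peptide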
#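 Assay system: Human fibrin DD(E) protein | Medium: Tris buffer with calcium and detergent, pH 7.8 | Reagent: 0.1 µM fluorescent Tn7 | Compound dosing: Single point at 8.3 µM | Times: 10 min preincubation, 3 h with tracer, room temperature | Detection: Fluorescence polarization of the labelled Tn7 tracer | Controls: Aha-Tn7 high control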
# ASAP1 inh – inhibitors of human ASAP1 ArfGAP activity, primary screen, biochemical, fluorescence polarization. ASAP1-stimulated ARF1 GTP hydrolysis, GDP FP detection. 360,000 compounds, 0.19% hits. inhibition, % at 16.5 µM; in the data active = inhibition above about 25%;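 note: 0% = vehicle with enzyme and substrate and 100% = no enzyme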
# ADAM17 inh – ADAM17 inhibitors, primary screen, biochemical, QFRET | 370,000 compounds, 0.83% hits | inhibition, % at 6.95 µM | recombinant ADAM17, EDANS/DABCYL FRET peptide cleavage;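 active = inhibition above the mean of compounds lying between control limits plus 3 SD, set per campaign, cut at about 8.5% in these data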;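 note: 0% = DMSO-only wells as the low control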
# Target sequence (P78536 215-824 limits assumed): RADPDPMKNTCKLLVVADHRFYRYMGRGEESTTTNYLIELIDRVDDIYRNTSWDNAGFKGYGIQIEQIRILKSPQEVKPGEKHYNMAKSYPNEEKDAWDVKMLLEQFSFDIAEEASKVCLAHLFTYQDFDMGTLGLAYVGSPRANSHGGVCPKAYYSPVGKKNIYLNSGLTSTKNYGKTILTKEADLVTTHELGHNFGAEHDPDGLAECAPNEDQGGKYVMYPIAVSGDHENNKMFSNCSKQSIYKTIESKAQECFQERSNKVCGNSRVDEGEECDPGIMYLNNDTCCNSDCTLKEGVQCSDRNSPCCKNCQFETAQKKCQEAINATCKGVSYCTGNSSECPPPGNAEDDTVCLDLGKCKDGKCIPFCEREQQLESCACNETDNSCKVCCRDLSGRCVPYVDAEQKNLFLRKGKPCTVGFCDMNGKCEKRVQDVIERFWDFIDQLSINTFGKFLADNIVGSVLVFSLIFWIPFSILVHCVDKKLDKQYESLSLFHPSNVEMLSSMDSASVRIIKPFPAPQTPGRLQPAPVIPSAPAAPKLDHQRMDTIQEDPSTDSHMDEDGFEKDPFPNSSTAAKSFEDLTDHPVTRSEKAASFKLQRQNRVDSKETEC
# KLK7 zymogen act – proKLK7 zymogen activators, primary screen, biochemical, fluorescence intensity. Kallikrein-7 (Homo sapiens), P49862. purified proKLK7, EDANS-DABCYL substrate fluorescence; 100% is mature enzyme control, 0% vehicle. AID 652039, 2013. activation, % at 7 µM. 370,000 compounds, 0.9% hits;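 active = activation above the mean of all tested compounds plus 3 SD, computed per campaign excluding outliers beyond control limits, cut at about 13% in these data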
# * marks the source's active call; other numbers are inactive results.
cpd	PLC-gamma1 inh	TDP2 absorb	ADAM10 inh	LEDGF integ inh	Tn6 DDE FP	ARFGAP1 inh	Tn7 DDE FP	ASAP1 inh	ADAM17 inh	KLK7 zymogen act	compound
1	-20	6	-119	1	1	-12	0	-4	-39	2.0	COc1cc2ccccc2cc1C(=O)NCC(c1cccs1)N(C)C (configuration not stated)
2	3	-1	-6	-2	-3	-6	-2	-4	-4	-0.7	CC(=O)Nc1ccc(S(=O)(=O)N2CCN(C(=O)c3ccco3)CC2)cc1
3	1	-3	16	2	3	0	-1	-1	8	-0.5	COc1ccccc1NS(=O)(=O)c1cc(N/C(=N\S(=O)(=O)c2ccccc2)c2ccc(F)cc2)ccc1Cl
4	2	-3	-4	-3	0	0	-2	-11	5	0.0	OC[C@@H]1CN(Cc2ccccc2)C[C@H](n2cnc3c(NC4CC4)ncnc32)O1
5	4	5	12	0	-1	-2	-7	9	1	-0.4	CC1=NN(c2ccccc2)C(=O)/C1=C\c1cn(CCC#N)nc1-c1ccc(Cl)cc1
6	-10	-2	-13	1	5	-6	2	-6	-5	-1.1	O=C1/C(=C\Nc2ccccc2)CCN1c1ncccn1
7	-5	4	-8	2	11	-8	3	-4	-4	0.5	COc1cccc(/C=N/n2c(-c3n[nH]c4c3CCC4)n[nH]c2=S)c1OC
8	-1	1	0	-1	4	4	-1	0	-3	-0.4	CCOc1ccc(NC(=O)c2ccccn2)cc1
9	0	0	-3	0	-1	15	-2	1	-3	0.5	O=C(CNS(=O)(=O)c1ccccc1)N/N=C/c1ccccc1[N+](=O)[O-]
10	1	6	4	-1	-6	-1	-9	15	-2	0.4	CCn1c(=O)c(C)nn2c3ccccc3nc12
11	0	-3	2	-1	9	1	-2	3	-3	0.2	c1ccc(CSc2nnc(-c3cccs3)n2Cc2ccco2)cc1
12	4	-8	-4	2	-1	7	-5	9	0	0.3	CCn1c(O)c(N=N)c2ccccc21
13	-10	7	-2	1	9	10	11	4	-5	0.5	c1ccc(-c2cc(N3CCCCC3)ncn2)cc1
14	2	3	-1	-1	2	5	3	3	-3	0.4	CN(C)CCn1ccc(O)c(Cc2ccc(Cl)cc2)c1=O
15	1	-10	4	2	0	7	-8	-1	-2	0.8	Cc1nnc(NC(=O)c2nn(CC(C)C)c(=O)c3ccccc23)s1
16	1	3	9	2	-6	-1	-3	6	1	0.4	O=c1c2ccccc2nc(SCc2ccc(F)cc2Cl)n1CCCN1CCOCC1
17	0	-1	9	-2	2	-10	5	-13	2	-0.4	CC1CCC2(CC1)NC(=O)N(Cc1cccc(C(F)(F)F)c1)C2=O (configuration not stated)
18	0	23	1	4	3	0	5	-18	0	-0.6	O=S(=O)(c1ccc(F)cc1)N1CCN(CC2CC3C=CC2C3)CC1 (configuration not stated)
19	-2	17	1	0	-7	11	-2	-12	-3	-0.5	O=C(CSc1nnc(CNC(=O)c2ccccc2)o1)Nc1nccs1
20	1	-13	3	-4	-7	15	-5	5	3	-0.3	O=S(=O)(c1ccc(F)cc1)N1CCN(c2ccccc2)CC1
21	4	-7	-10	-3	0	9	2	-1	-5	-0.3	CCc1ccc(NS(=O)(=O)c2cc3[nH]c(=O)c(=O)[nH]c3cc2C)cc1
22	0	10	4	-2	1	-2	-2	-6	0	0.0	COc1ccc(C(=O)C2CCCN(S(=O)(=O)c3ccccc3F)C2)c(C)c1 (configuration not stated)
23	-21	-2	-4	1	-1	15	6	2	0	1.7	COc1cc(NCc2ccccc2O)c2ncccc2c1
24	1	13	6	-4	1	-6	5	9	-4	-0.4	S=C(Nc1ccc(Cl)c(Cl)c1)N1CCN(c2ccccn2)CC1

# Arranged by molecular weight (rising): part of the list above
cpd	PLC-gamma1 inh	TDP2 absorb	ADAM10 inh	LEDGF integ inh	Tn6 DDE FP	ARFGAP1 inh	Tn7 DDE FP	ASAP1 inh	ADAM17 inh	KLK7 zymogen act	compound
23	-21	-2	-4	1	-1	15	6	2	0	1.7	COc1cc(NCc2ccccc2O)c2ncccc2c1
17	0	-1	9	-2	2	-10	5	-13	2	-0.4	CC1CCC2(CC1)NC(=O)N(Cc1cccc(C(F)(F)F)c1)C2=O (configuration not stated)
19	-2	17	1	0	-7	11	-2	-12	-3	-0.5	O=C(CSc1nnc(CNC(=O)c2ccccc2)o1)Nc1nccs1

# Continuation:
cpd	PLC-gamma1 inh	TDP2 absorb	ADAM10 inh	LEDGF integ inh	Tn6 DDE FP	ARFGAP1 inh	Tn7 DDE FP	ASAP1 inh	ADAM17 inh	KLK7 zymogen act	compound
25	-1	-3	-8	-2	3	0	-4	1	-4	-0.9	O=C(CCCn1cncn1)N1CCCC(N2CCN(c3ccccc3F)CC2)C1 (configuration not stated)
26	1	1	-1	-1	-8	-7	4	19	-4	-0.1	Cc1nnc(SCC(=O)Nc2cc(C(N)=O)cc(C(N)=O)c2)n1-c1ccccc1
27	1	3	6	-1	3	-3	2	16	-1	-0.8	Cc1ccc(C2CC(c3ccc(Cl)cc3)=NNC2=O)cc1 (configuration not stated)
28	0	-5	-7	-1	3	5	-1	0	2	0.0	CCCOc1ccc(N2C(=O)CC(N(Cc3ccccc3)N=O)C2=O)cc1 (configuration not stated)
29	2	7	3	1	0	7	4	3	-3	0.2	N#CCCN(Cc1ccccc1)C(=O)Nc1ccc2c(c1)CCO2
30	2	-7	-12	4	-6	6	0	9	-6	0.8	CCN1CCN(c2c(S(=O)(=O)c3ccc(Cl)cc3)cnc3ccccc23)CC1
31	3	-9	6	-2	5	2	-10	11	2	0.2	CCN(CC)S(=O)(=O)c1ccc(Cl)c(NC(=O)COC(=O)c2c(C)noc2C)c1
32	5	-7	5	1	1	-2	-12	13	2	-0.3	COc1ccc(C(CCN2CCCCC2)c2c(O)cc(OC)cc2OC)cc1 (configuration not stated)
33	-1	-11	10	1	3	-12	0	11	-2	-0.4	Nc1ccc(OCCc2ccccc2)cc1
34	-1	9	-4	5	-2	-4	2	-16	-7	-0.1	O=C(NCC1CCCO1)c1onc(CSc2ccc(F)cc2)c1C(=O)O (configuration not stated)
35	-1	-9	4	-6	6	4	-1	3	4	-0.6	O=C(N/N=C/c1ccccn1)c1cc(-c2ccccc2Cl)n[nH]1
36	0	2	-4	1	4	5	-6	-6	-1	0.3	Cc1cc(C)cc(CC(=O)N2CCC2(C)C(=O)NS(=O)(=O)c2ccccc2C)c1 (configuration not stated)
37	2	-12	10	1	5	6	-2	-8	-1	-0.2	COc1ccc(OC)c(NC(=O)CCCNC(=O)Cn2cnc3sc(C)c(C)c3c2=O)c1
38	2	3	-8	2	1	14	-4	0	-5	-0.2	O=C(c1ccco1)N1CCN(C(=O)N2CCCC2)CC1
39	0	10	4	1	4	-7	-7	3	-5	-0.1	O=C(CCc1nnc2ccc(NCc3ccco3)nn12)Nc1cccc(F)c1
40	2	-4	-2	7	0	6	-7	-6	2	0.2	CC(=O)Nc1ccc(C(=O)OCC(=O)/C(C#N)=C(\C)N)cc1
41	3	8	8	14*	-8	10	1	-1	2	0.0	Cc1ccc(-c2nc(NCc3ccc(F)cc3)n(S(C)(=O)=O)n2)cc1
42	0	-3	4	-1	-6	4	-5	-11	2	-0.2	COc1cc(CCN2C(=O)c3cccc4cccc(c34)C2=O)c(S(=O)(=O)N2CCC(C)CC2)cc1OC
43	6	4	-3	2	2	-3	1	-2	-15	0.0	CC1CCCC(C)N1C(=O)COC(=O)Cc1c[nH]c2ccccc12 (configuration not stated)
44	1	10	-5	0	8	-3	7	1	-3	0.1	Cc1ccc(C(CNS(=O)(=O)c2ccc(Cl)cc2)N2CCN(C)CC2)cc1 (configuration not stated)
45	-6	-10	-24	-1	7	1	0	2	-12	-0.1	NCCSc1c(-c2ccc(F)cc2)[nH]c2ccccc12
46	8	-9	6	-3	3	2	4	-4	2	-0.8	CCCn1c(=O)[nH]c2ccccc21
47	-4	3	1	-5	3	6	7	6	-5	0.0	Cc1cccc(C)c1N1C(=O)CN(Cc2ccccc2)C1=S
48	-62	8	-1	-2	4	-3	6	14	-4	1.0	COCCNc1c2c(nc3c(-c4ccccc4)c(C)nn13)CCC2
49	-62	3	8	-4	0	7	5	8	3	-13	NNC(=O)CN1C(c2ccc(Cl)cc2)=Nc2ccc(Br)cc2C1c1ccccc1 (configuration not stated)

# Grouped by structure, the entries above with an aryl methoxy group.
cpd	PLC-gamma1 inh	TDP2 absorb	ADAM10 inh	LEDGF integ inh	Tn6 DDE FP	ARFGAP1 inh	Tn7 DDE FP	ASAP1 inh	ADAM17 inh	KLK7 zymogen act	compound
1	-20	6	-119	1	1	-12	0	-4	-39	2.0	COc1cc2ccccc2cc1C(=O)NCC(c1cccs1)N(C)C (configuration not stated)
3	1	-3	16	2	3	0	-1	-1	8	-0.5	COc1ccccc1NS(=O)(=O)c1cc(N/C(=N\S(=O)(=O)c2ccccc2)c2ccc(F)cc2)ccc1Cl
7	-5	4	-8	2	11	-8	3	-4	-4	0.5	COc1cccc(/C=N/n2c(-c3n[nH]c4c3CCC4)n[nH]c2=S)c1OC
22	0	10	4	-2	1	-2	-2	-6	0	0.0	COc1ccc(C(=O)C2CCCN(S(=O)(=O)c3ccccc3F)C2)c(C)c1 (configuration not stated)
23	-21	-2	-4	1	-1	15	6	2	0	1.7	COc1cc(NCc2ccccc2O)c2ncccc2c1
32	5	-7	5	1	1	-2	-12	13	2	-0.3	COc1ccc(C(CCN2CCCCC2)c2c(O)cc(OC)cc2OC)cc1 (configuration not stated)
37	2	-12	10	1	5	6	-2	-8	-1	-0.2	COc1ccc(OC)c(NC(=O)CCCNC(=O)Cn2cnc3sc(C)c(C)c3c2=O)c1
42	0	-3	4	-1	-6	4	-5	-11	2	-0.2	COc1cc(CCN2C(=O)c3cccc4cccc(c34)C2=O)c(S(=O)(=O)N2CCC(C)CC2)cc1OC

# From PubChem
